Source: PubChem BioAssay (National Center for Advancing Translational Sciences (NCATS))
Apoferritin bind: qHTS Assay for Identification of Novel General Anesthetics. Ferritin light chain (Equus caballus), P02791. apoferritin/1-aminoanthracene competitive binding, fluorescence. Potency, µM (top dose mostly 77.5 µM), inactives show at the top dose activity change, negative = displacement, usual class: inhibitors. 350,000 compounds, 0.074% hits. AID 485281, 2010; note: potency is the fitted concentration of half-maximal effect; % is set by controls: 0 for no effect and ±100 for the full control effect; nearly all actives have a fitted effect of over 20% in size
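10 uM apoferritin + 50% sat. 1-AMA, PBS; cpd 10 min RT; Ex380/Em535 endpoint; normalized to free probe vs complex; 4-param Hill fit; propofol titration as pos. ctrl.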
Pol kappa inh: qHTS for Inhibitors of Polymerase Kappa; 400,000 compounds, 0.53% hits; Potency, µM (highest dose often 107 µM), inactives show at the highest dose activity, negative = inhibition, actives largely listed as inhibitors; purified Pol kappa, fluorescent DNA synthesis assay, 10 min; note: potency is the fitted concentration of half-maximal effect; % is set by controls: 0 for no effect and ±100 for the full control effect
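First, compounds were pin-transferred onto 10 nM Pol kappa. After 15 min at room temperature, substrate was added to 50 nM final. Fluorescence was then measured kinetically at 0 and 10 min.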
POLB inh: qHTS Assay for Inhibitors of DNA Polymerase Beta; P06746; Pol beta primer extension/strand displacement, fluorescence kinetic; Potency, µM (series often up to 114 µM), for the others: at the highest dose activity change, negative = inhibition, usual class: inhibitors; 340,000 compounds, 1.3% hits; note: potency is the fitted concentration of half-maximal effect; % is set by controls: 0 for no effect and ±100 for the full control effect
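Reaction started by 50 nM substrate onto compound-treated Pol beta (10 nM, 15 min preincubation, room temperature); plates read at 0 min and 10 min. Normalized concentration-effect data fitted by four-parameter Hill equation.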
ERG-DNA inh: qHTS for Small Molecule Inhibitors of the ERG Ets/DNA interaction; Transcriptional regulator ERG (Homo sapiens), P11308; fluorescence polarization, His-ERG Ets domain / labelled DNA; Potency, µM (highest dose often 76.9 µM), inactives show at the top dose FP activity, negative = inhibition, usual class: inhibitors; 370,000 compounds, 0.028% hits; active = well fitted inhibition curve with a large enough effect in the polarisation, with a control signal flat; inconclusive = small, poorly fitted or top-dose-only effect, or effect the other way, or a change in a side signal; inactive = no such curve, though single readings can be large or run the other way; the % refers to the polarisation;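 note: polarization taken with two DNA probes labelled with fluorescein and Texas red; potency is the fitted concentration of half-maximal effect; % of control where 0% means no effect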
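His-tagged ERG Ets domain (1 uM in the protein solution; 300mM KCl, 50mM Tris-HCl, 1mM EDTA, 1mM DTT, pH 7.5) received compound, then a probe mix of 5 nM fluorescein-DNA and 100nM Texas-615-DNA. Fluorescence polarization was read for both dyes.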
Pol eta inh: qHTS for Inhibitors of Polymerase Eta; DNA polymerase eta (Homo sapiens), Q9Y253; recombinant Pol eta, fluorescent DNA replication assay; Potency, µM (series often up to 114 µM), for the others: top-dose activity change, negative = inhibition, usual class: inhibitors; 390,000 compounds, 1.2% hits; AID 588591, 2011; note: potency is the fitted concentration of half-maximal effect; % is set by controls: 0 for no effect and ±100 for the full control effect
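Fluorescent replication assay: 50 nM final substrate added after a 15 min room-temperature compound preincubation with 10 nM enzyme. Signal taken at 0 min and again at 10 min.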
APE1 inh: qHTS Assay for Inhibitors of the Human Apurinic/apyrimidinic Endonuclease 1 (APE1) | DNA repair nuclease/redox regulator APEX1 (Homo sapiens), P27695 | recombinant APE1, TAMRA/BHQ-2 abasic DNA cleavage fluorescence | Potency, µM (titrated, usually from 65.8 µM), without a hit: at the top dose activity change, negative = inhibition, actives largely listed as inhibitors | 350,000 compounds, 0.35% hits;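 note: potency is the fitted concentration of half-maximal effect; plate controls were vehicle for no effect and reference inhibitor for full effect; nearly all actives have a fitted effect of over 55% in size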
Target sequence (P27695 whole entry, looked up): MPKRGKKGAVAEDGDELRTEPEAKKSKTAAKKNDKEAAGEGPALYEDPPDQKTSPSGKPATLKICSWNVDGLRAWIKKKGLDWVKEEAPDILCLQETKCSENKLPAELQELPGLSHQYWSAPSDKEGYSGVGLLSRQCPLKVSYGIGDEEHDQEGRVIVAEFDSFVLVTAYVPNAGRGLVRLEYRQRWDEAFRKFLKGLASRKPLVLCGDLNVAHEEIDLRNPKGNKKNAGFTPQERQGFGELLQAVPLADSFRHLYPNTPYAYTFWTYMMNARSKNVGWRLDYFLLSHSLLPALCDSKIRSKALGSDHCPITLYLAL
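Enzyme (0.75 nM final) and test compound are incubated 15 min at room temperature before adding 50 nM quenched THF abasic-site duplex. Cleavage dequenches TAMRA, followed at 525/598 nm over three reads one minute apart.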
LDHA block: qHTS assay for inhibitors of human lactate dehydrogenase. L-lactate dehydrogenase A chain (Homo sapiens), P00338. purified LDHA, NADH/diaphorase-resazurin fluorescence; hits give low values. activity change, % (values are at about 110 or 230 µM). 480,000 compounds, 0.15% hits; in the data active = activity change below about -30%; inconclusive = mostly about -25% to -30%;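 note: plate controls were DMSO wells for no effect and wells without enzyme for full effect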
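Resorufin fluorescence (ex540/em590), read at 0 and 20 min after diaphorase/resazurin addition, reports the NADH left after a 5 min room-temperature reaction of 2 nM human LDH5 with 0.06 mM NADH and 0.2 mM pyruvate.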
12-LOX inh: Primary qHTS assay for inhibitors of human arachidonate 12S-lipoxygenase (ALOX12): Round 2; purified 12hLO, xylenol orange hydroperoxide absorbance; Potency, µM (top dose mostly 108 µM), inactives show at the highest dose activity change, negative = inhibition, most hits filed as inhibitors; 580,000 compounds, 1.1% hits; AID 1671190, 2021; note: potency is the fitted concentration of half-maximal effect; % is set by controls: 0 for no effect and ±100 for the full control effect
Target sequence (P18054 whole entry, looked up): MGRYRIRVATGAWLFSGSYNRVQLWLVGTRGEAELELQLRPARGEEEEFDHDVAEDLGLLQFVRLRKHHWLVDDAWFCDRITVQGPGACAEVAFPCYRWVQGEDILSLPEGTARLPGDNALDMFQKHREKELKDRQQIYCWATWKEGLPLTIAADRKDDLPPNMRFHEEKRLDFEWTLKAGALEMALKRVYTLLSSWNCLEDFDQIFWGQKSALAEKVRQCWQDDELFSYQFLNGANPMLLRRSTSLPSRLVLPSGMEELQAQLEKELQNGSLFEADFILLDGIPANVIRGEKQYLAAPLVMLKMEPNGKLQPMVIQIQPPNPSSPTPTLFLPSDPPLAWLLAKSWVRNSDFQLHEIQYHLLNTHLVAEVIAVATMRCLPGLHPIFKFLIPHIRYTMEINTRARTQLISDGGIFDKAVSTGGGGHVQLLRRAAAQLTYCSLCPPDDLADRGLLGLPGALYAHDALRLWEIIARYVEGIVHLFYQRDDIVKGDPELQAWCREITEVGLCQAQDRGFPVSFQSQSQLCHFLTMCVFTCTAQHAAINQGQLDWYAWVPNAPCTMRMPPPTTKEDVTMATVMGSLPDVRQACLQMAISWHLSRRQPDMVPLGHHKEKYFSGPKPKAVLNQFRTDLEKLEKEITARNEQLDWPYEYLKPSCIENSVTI
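Purified human 12hLO (150 nM final) in 25 mM Hepes, 0.01% Triton X-100, pH 7.0 was preincubated 15 min at room temperature with compound. Then 40 uM arachidonic acid was added, 30 min. Hydroperoxide was read by Fe-XO absorbance ratio 573/405 nm.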
RGS4 inh: Inhibitors of Regulator of G Protein Signaling (RGS) 4: qHTS; Regulator of G-protein signaling 4 (Homo sapiens), P49798; Transcreener GDP fluorescence polarization, RGS4-accelerated GTP hydrolysis; Potency, µM (titrated, usually from 114 µM), for inactives: at the highest dose activity change, negative = inhibition, actives largely listed as inhibitors; 390,000 compounds, 0.039% hits; note: potency is the fitted concentration of half-maximal effect; % is set by controls: 0 for no effect and ±100 for the full control effect; nearly all actives have a fitted effect of over 75% in size; some results filed as inactive show a strong effect at the top dose
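MLSMR compounds (23 nl, pin-transferred) preincubated 10 min at room temperature with a 500nM (2x) first reagent, then RGS4 at 900nM (2x) plus Transcreener GDP mix added; fluorescence polarization (620/688 nm) read before and after 90 min at 30 °C.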
The depositor's hits bear a star; ? = inconclusive; . = no result given; & = joins results of further samples; [ ] = remark or other dose. Unless noted, calls come from the whole dose curve; as a rule, active = well fitted curve in the direction sought with a large enough effect; inconclusive = small, poorly fitted or top-dose-only effect, or another doubt; inactive = no such curve, though single readings can be large; an effect the other way counts as inactive or inconclusive. Not all compounds are listed, so the mix of outcomes need not match the whole.

Every second line gives: LDHA block, APE1 inh, RGS4 inh, Apoferritin bind, Pol kappa inh, ERG-DNA inh, POLB inh, 12-LOX inh, Pol eta inh
1) CC1=C(C(=O)OC(C)C)C(c2cn(-c3ccccc3)nc2-c2cccs2)NC(=O)N1 (stereo not given)
  2, 15%, 4%, -8%, -18%, -3%, -2%, -28%, -12%
2) Cc1cc(Sc2ccc(Cl)cc2)nc2ccccc12
  1&-6, ., 23%, -5%, 0%, -4%, ?, 37%&-7%[activator], -10%
3) COc1ccc(CC(=O)OCC(=O)c2c(N)n(C)c(=O)n(C)c2=O)cc1OC
  -3, 10%, 23%, ., -20%, -3%, ., 21%, -11%
4) COc1ccc(-c2oc(=O)c3cc(OC)c(OC)cc3c2/C=C/c2cccc([N+](=O)[O-])c2)cc1
  -4, 42%, -18%, ., -6%, -18%, ., -16%, -4%
5) CCN(CC)C(=O)C1=C(C)Nc2nc3ccccc3n2C1c1ccccc1F (stereo not given)
  -1, ., -6%, 1%, 4%, 1%, -25%, -10%, -7%
6) CCN1CCN(C(=O)c2ccc3c(c2)N(Cc2ccc(Cl)cc2)C(=O)c2ccccc2S3=O)CC1 (stereo not given)
  0, ., -12%, -1%, -8%, -4%, -5%, -20%, -12%
7) C=CCN(c1ccccc1C(=O)O)S(=O)(=O)c1ccc(NC(=O)OC)cc1
  -6, 3%, -17%, 3%, 6%, 3%, -2%, 0%, -19%
8) CCOc1ccc(/C(O)=C2/C(=O)C(=O)N(CCOCCO)C2c2ccccn2)cc1 (stereo not given)
  6, 0%, -23%, -12%, 3%, -3%, 22%, -21%, -9%
9) CCCOCn1cc(F)c(=O)[nH]c1=O
  -5, 0%, -10%, -6%, -4%, 1%, 3%, 3%, -27%
10) O=S(=O)(NCc1csc(-c2cccnc2)n1)c1ccc2c(c1)OCCO2
  -9, -1%, 0%, -12%, -14%, -1%, 29%, 494%[activator], -1%
11) COc1ccc(N2CC(C)Cn3c2nc2c3c(=O)n(CCN3CCOCC3)c(=O)n2C)cc1 (stereo not given)
  0, 11%, 20%, 1%, -5%, 1%, 40%, 0%, -5%
12) Cn1c(=O)c2c(SCC(=O)N3CCCCC3)nc(-c3ccccc3F)nc2n(C)c1=O
  -8, -9%, -1%, -5%, -14%, -3%, 42%, 260%[activator], -1%
13) Cc1ccccc1C(=O)NC(CC(C)C)C(=O)NCC(C)(C)N1CCOCC1 (stereo not given)
  -11, 7%, -1%, ., -6%, -24%[15.4 µM], ., -3%, -22%
14) CCN1C(=O)c2ccccc2S(=O)c2ccc(C(=O)N3CCN(c4cc(Cl)ccc4C)CC3)cc21 (stereo not given)
  1, ., 1%, -22%, -13%, -3%, -26%, -22%, -15%
15) O=C(CCc1c[nH]c2ccccc12)NCCc1ccc2c(c1)OCCO2
  1, 14%, 2%, 8%, -3%, 16%, 3%, -5%, -15%
16) O=C(CNC(=O)c1ccc(Cl)cc1Cl)NCC1CCCO1 (stereo not given)
  -14, 5%, -20%, 6%, -4%, 17%, 16%, -8%, -14%
17) COc1ccc(C2CC(=O)C=C(NCc3ccc4c(c3)OCO4)C2)cc1 (stereo not given)
  -1, -1%, 19%, 6%, -11%, 1%, 0%, -12%, -2%
18) O=C(CN1C(=O)COc2ccc(S(=O)(=O)N3CCCC3)cc21)N1CCN(c2cccc(C(F)(F)F)c2)CC1
  -7, ., 2%, -6%, -8%, 2%, 19%, -4%, -17%
19) Cc1ccc(S(=O)(=O)NCCC(=O)NC2CCCCCC2)cc1C
  -1, 26%, -19%, ., 1%, -4%[15.4 µM], ., 454%[activator], -26%
20) Cc1cnc(C(=O)OCC(=O)NC2CCCCCC2)cn1
  -3, -1%, 4%, ?, 1%, -7%, 12%, 5%, -1%

Reformatted in markdown: entries from further up
| # | canonical_smiles | LDHA block | APE1 inh | RGS4 inh | Apoferritin bind | Pol kappa inh | ERG-DNA inh | POLB inh | 12-LOX inh | Pol eta inh |
| --- | --- | --- | --- | --- | --- | --- | --- | --- | --- | --- |
| 17 | COc1ccc(C2CC(=O)C=C(NCc3ccc4c(c3)OCO4)C2)cc1 (stereo not given) | -1 | -1% | 19% | 6% | -11% | 1% | 0% | -12% | -2% |
| 18 | O=C(CN1C(=O)COc2ccc(S(=O)(=O)N3CCCC3)cc21)N1CCN(c2cccc(C(F)(F)F)c2)CC1 | -7 | . | 2% | -6% | -8% | 2% | 19% | -4% | -17% |
| 19 | Cc1ccc(S(=O)(=O)NCCC(=O)NC2CCCCCC2)cc1C | -1 | 26% | -19% | . | 1% | -4%[15.4 µM] | . | 454%[activator] | -26% |

Taken from above:
no. 7 in POLB inh shows -2%
no. 13 in 12-LOX inh shows -3%
no. 3 in APE1 inh shows 10%
no. 17 in APE1 inh shows -1%

The listing picks up; the 2 compounds before the break are reprinted first.
Every second line gives: LDHA block, APE1 inh, RGS4 inh, Apoferritin bind, Pol kappa inh, ERG-DNA inh, POLB inh, 12-LOX inh, Pol eta inh
19) Cc1ccc(S(=O)(=O)NCCC(=O)NC2CCCCCC2)cc1C
  -1, 26%, -19%, ., 1%, -4%[15.4 µM], ., 454%[activator], -26%
20) Cc1cnc(C(=O)OCC(=O)NC2CCCCCC2)cn1
  -3, -1%, 4%, ?, 1%, -7%, 12%, 5%, -1%
21) FC(F)(F)c1nnc2ccc(NCc3cccnc3)nn12
  -5, 1%, 7%, -6%, -6%, 1%, -15%, 4%, -15%
22) O=C(Nc1cc(-c2ccccc2)sc1C(=O)O)c1cccc(F)c1
  -9&-4, -13%, -8%&-11%, -5%&48%, -16%&-20%, -4%&-4%, 71µM*, ?, ?
23) COc1ccc(C(C#N)N2CCCCCC2)cc1OC (stereo not given)
  -6, -1%, 7%, -9%, -2%, 3%, 19%, -24%, -14%
24) Cc1noc(C)c1CSc1nc2ccccc2[nH]1
  -7, 4%, 3%, 2%, -13%, 1%, 2%, -6%, -10%
25) COc1ccc(NC(=O)CCCSc2nc(-c3ccco3)cc(C(F)(F)F)n2)cc1OC
  -2&-3, -2%, 2%&25%, ?, -1%&-13%, 11%&-7%, 15%&-10%, -11%&4%, -8%&-4%
26) Cc1cc(=O)n(CNC(=O)c2ccccc2)c(=S)[nH]1
  -6, -2%, 11%, -7%, -14%, ., 4%, ?, 2%
27) COc1ccc(Cn2c(O)cc(=O)[nH]c2=O)cc1
  -8, ?, -43%, 4%, 12%, -2%, -19%, ?, 12%
28) CCOC(=O)c1sc(NC(=O)c2ccc3nc[nH]c3c2)nc1C
  -4, -21%, -34%, -6%, -25%, 15%, ?, 10%, ?
29) Cc1ccc(OCC(=O)NCc2n[nH]c(=O)c3ccccc23)cc1
  -2, 1%, 26%, ., -6%, -3%, ., 0%, -13%
30) O=C(CSc1nc2c(c(=O)[nH]1)CCCC2)Nc1cccc(O)c1
  -3, ., -17%, -6%, 4%, 5%, -11%, -30%, .
31) CCn1c(Cn2nnc(-c3ccccc3)n2)nnc1SCC(=O)Nc1ccccc1
  -3, ?, 1%, -15%, -3%, ., -14%, 12%, -4%
32) CCOc1ccccc1NC(=O)C(=O)NCCc1sc(-c2cccc(F)c2)nc1C
  -6, ., -10%, -13%, -14%[60.1 µM], 1%, 2%, -38%, -19%
33) CC(=O)N1c2ccc(S(=O)(=O)N3CCCC(C(=O)Nc4ccc(F)cc4)C3)cc2CC1C (stereo not given)
  -8, 34%, 6%, -21%, -19%, 1%, 2%, 13%, -11%
34) CCOC(=O)c1cc(C)nc(N2CCCCC2)c1C#N
  -2, 18%, -12%, 1%, -1%, -11%, 1%, 0%, -5%
35) CCN(CC)c1ccc(NC(=O)C(C)C)cc1
  1, 3%, -22%, -22%, -2%, 4%, -10%, ?, 7%
36) CCCCCN(C(=O)CCC(=O)OC(C)C(=O)Nc1cccc(C#N)c1)c1c(N)n(CCCC)c(=O)[nH]c1=O (stereo not given)
  -4, -3%, -13%, ., 7%, 0%, ., -4%, -6%
37) COc1ccc(NC(=O)CN2C(=O)CC(c3ccc(C)c(C)c3)=Nc3ccccc32)cc1OC
  -1, ., -1%, -13%, 0%, -6%, -3%, -8%, 2%
38) O=C(CCCN1C(=O)C2CCCCN2C1=O)N1CCN(c2ccc([N+](=O)[O-])cc2)CC1 (stereo not given)
  -3, -4%, 0%, -4%, -4%, -7%, ?, ?, -8%
39) COc1ccccc1C(=O)Nc1c(C(=O)c2ccccc2)oc2ccccc12
  2, ., -36%, 0%, -18%, -8%, -1%, 0%, 1%
40) O=C(NCCOc1ccccc1)C(=O)c1c[nH]c2ccccc12
  -3, 10%, -9%, 0%, 0%, -7%, -3%, -8%, -17%
